Screening results (PubChem BioAssay)
FN deposit inh = fibronectin deposition inhibition; actives 0.086% (n = 350,000); inhibition, % at 12.6 µM; AH1F fibroblasts, Alexa488-fibronectin deposition fluorescence, overnight;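 active = mean inhibition across replicates of 30% or more, regardless of how many single replicates reach that level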;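 note: positive control wells lacked labelled fibronectin entirely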
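Material – AH1F fibroblast monolayer, labelled fibronectin deposition · Reagent – labelled fibronectin 24 nM · Timing – 1 h adhesion, overnight exposure · Measured by – fluorescence at 485 nm excitation, 525 nm emission · Read-out – inhibition of fibronectin deposition signal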
The depositor's hits bear a star; & = joins results of further samples. A portion of the library; the hit share may differ from the screen's.

SMILES	FN deposit inh
C[C@@H]1CN([C@H](C)CO)C(=O)c2ccccc2-c2ccccc2CO[C@@H]1CN(C)C(=O)[C@H](C)c1ccccc1	-3
CC(C)NC(=O)N(C)C[C@@H]1Oc2ccc(N(S(C)(=O)=O)S(C)(=O)=O)cc2C(=O)N(C)C[C@@H]1C	-2
C[C@H](CO)N1C[C@H](C)[C@@H](CN(C)Cc2ccccc2)OCc2ccccc2-c2c(n(C)c3ccccc23)C1=O	-7
COc1ccc(-n2ncc3c(NCc4ccc5c(c4)OCO5)ncnc32)cc1	1
C[C@@H]1C(=O)N[C@H](c2ccc3c(c2)OCO3)CC=CC[C@H](C)Oc2ccccc2C(=O)N1C (mixture of isomers)	-9
CC[C@@H]1C/C=C\C[C@@H](c2ccc(F)cc2)NC(=O)CCC(=O)N1	-7
COc1ccc([C@H]2C/C=C\C[C@@H](c3ccc4c(c3)OCO4)NC(=O)[C@@H](c3ccccc3)CC(=O)N2)c(OC)c1	-1
O=C(c1ccco1)N1CCCN(C(=O)c2ccco2)CC1	0
COc1ccc(C#Cc2ccc3c(c2)[C@H]2[C@H](CCN2C(=O)Nc2ccc(C(F)(F)F)cc2)[C@H](CO)N3C)cc1	-1
O=C1N[C@H](c2ccccc2)COCc2cnnn2CC[C@@H]1Cc1ccc(C(F)(F)F)cc1	5
COc1ccc2c3c(n(C)c2c1)[C@H](CO)NCC31CN(Cc2cc(F)ccc2F)C1	-4
CO[C@H]1CN(C)C(=O)c2ccc(NC(=O)NC(C)C)cc2OC[C@H](C)N(C(=O)NC(C)C)C[C@@H]1C	-4
COCC(=O)N1C[C@@H](C)[C@H](OC)CN(C)C(=O)c2ccc(NC(=O)c3cnccn3)cc2OC[C@H]1C	3
C=CCSc1nc2c(c(=N)n1CC=C)C1CCCC1S2 (stereo not drawn)	11
CCCNC(=O)N1CC2(C1)[C@@H](c1ccccc1)[C@H](CO)N2CC1CCOCC1	5
COc1ccc2c3c(n(C)c2c1)[C@@H](CO)N(CC1CC1)CC31CCN(S(=O)(=O)c2cccs2)CC1	12
CC(C)NC(=O)N(C)C[C@H]1Oc2ccc(N)cc2C(=O)N(C)C[C@H]1C	-10
COCC(=O)Nc1ccc2c(c1)OC[C@H](C)N(CCc1ccccc1)C[C@H](C)[C@@H](OC)CN(C)C2=O	0
O=C1CCCCn2nncc2COC[C@@H](Cc2ccccc2)N1	5
Cc1cc(=O)n2cc(-c3ccccc3)nc2[nH]1	4
CC(C)NC(=O)Nc1ccc2c(c1)CC(=O)N(C)C[C@@H](C)[C@@H](CN(C)C(=O)NC(C)C)O2	-14
C[C@@H]1CN([C@H](C)CO)C(=O)c2ccccc2-c2ccccc2CO[C@@H]1CN(C)S(=O)(=O)Cc1ccccc1	-24
O=C1N[C@H](c2ccccc2)COCc2cnnn2CC[C@H]1Cc1ccc(-c2ccccc2)cc1	0
COc1ccc2c3c(n(C)c2c1)[C@@H](CO)N(S(=O)(=O)c1cn(C)cn1)CC31CCN(C)CC1	3
CC[C@@H]1C/C=C\CCNC(=O)C[C@H](c2ccccc2)C(=O)N1	-10
The listing continues:
SMILES	FN deposit inh
C[C@H]1CC=CC[C@H](c2ccccc2)NC(=O)[C@H](Cc2ccccc2)N(C)C(=O)c2ccccc2O1 (mixture of isomers)	-10
CCC(=O)N1CC2(C1)CN(Cc1cccc(Cl)c1)[C@H](CO)c1[nH]c3cc(OC)ccc3c12	0
O=C(NC1CCCCC1)C(c1ccc(Cl)cc1)N(C(=O)c1cnccn1)c1ccc2c(c1)OCO2 (stereo not drawn)	-6
O=C(CSc1nnc(Cc2cc(=O)[nH]c(=O)[nH]2)n1-c1ccccc1)N1CCCC1	5
C(/C=C/C=C/Nc1ccccc1)=Nc1ccccc1	0
COc1ccc(C(=O)NCCN2CCCC2)cc1OC	1
O=C1[C@H](Cc2ccc(F)cc2)CCn2cc(nn2)COC[C@H]2CCCN12	-6
C[C@@H]1CC=CC[C@@H](c2cccc(Cl)c2)NC(=O)[C@@H](Cc2ccccc2)N(C)C(=O)c2ccccc2O1 (mixture of isomers)	9
O=C1N[C@H](Cc2ccccc2)COCc2cnnn2CC[C@H]1Cc1cccc(F)c1	-2
O=S(=O)(c1ccccc1)N1CC2(C1)[C@@H](c1ccccc1)[C@@H](CO)N2CC1CC1	16
C[C@@H]1COCc2cn(nn2)CC[C@H](Cc2ccccc2)C(=O)N1	-3
CC(C)[C@H]1C(=O)N[C@H](c2ccc(F)cc2)CC=CC[C@@H](C)Oc2ccccc2C(=O)N1C (mixture of isomers)	4
CO[C@@H]1CN(C)C(=O)c2ccc(NC(C)=O)cc2OC[C@@H](C)N(Cc2ccncc2)C[C@@H]1C	8
CC(C)NC(=O)Nc1cccc2c1O[C@H](CN(C)C(=O)OC(C)(C)C)[C@H](C)CN(C)C2=O	-9
CCOC(=O)c1cnc(SCc2nc(N)nc(Nc3ccccc3OC)n2)nc1N	0
O=C1C[C@H](c2ccccc2)C(=O)N[C@@H](c2ccccc2)C/C=C\C[C@@H](c2ccccc2)N1	0
CNC[C@@H]1Oc2c(NC(=O)NC(C)C)cccc2C(=O)N(C)C[C@@H]1C	3
C[C@@H]1CN([C@@H](C)CO)C(=O)c2ccccc2-c2ccccc2CO[C@@H]1CN(C)Cc1cccc(C(=O)O)c1	-20
COc1ccc([C@@H]2C/C=C\C[C@@H](c3ccc4c(c3)OCO4)NC(=O)[C@H](c3ccccc3)CC(=O)N2)c(OC)c1	-3
COc1ccccc1N1CCN(CCOc2c(OC)cccc2OC)CC1	7
CC(=O)N1C[C@@H]2C(c3ccc(Br)cc3)[C@H](C1)N2C(C)=O (stereo partly drawn)	-7&-1
C[C@@H]1C(=O)N[C@@H](c2ccccc2)CC=CC[C@H](C)Oc2ccccc2C(=O)N1C (mixture of isomers)	3
CC(=O)Nc1ccc2c(c1)C(=O)N(C)C[C@H](C)[C@H](CN(C)C(C)=O)O2	1
O=C(CSc1nnc(Cc2ccc3c(c2)OCO3)n1C1CCCCC1)NC1CCCC1	4
C[C@@H]1CN(C)C(=O)c2cccc(N)c2O[C@H]1CN(C)S(C)(=O)=O	3

2 entries from above in another layout.
canonical_smiles | FN deposit inh
CNC[C@@H]1Oc2c(NC(=O)NC(C)C)cccc2C(=O)N(C)C[C@@H]1C | 3
O=C(CSc1nnc(Cc2cc(=O)[nH]c(=O)[nH]2)n1-c1ccccc1)N1CCCC1 | 5

Following part
SMILES	FN deposit inh
COc1ccc([C@@H]2C/C=C\C[C@H](c3ccc4c(c3)OCO4)NC(=O)[C@H](c3ccccc3)CC(=O)N2)c(OC)c1	-1
O=C(CCCn1c(=S)[nH]c2cc3c(cc2c1=O)OCO3)N1CCN(c2ccccc2)CC1	-12
CN(C)CC(=O)Nc1ccc2c(c1)C(=O)N(C)[C@H]1CC[C@H](CC(=O)Nc3ccc(F)cc3)O[C@@H]1CO2	1
C[C@@H]1CC(=O)NCC/C=C\C[C@@H](c2cccc(Cl)c2)NC1=O	-2
CNC[C@@H]1Oc2ccccc2CC(=O)N(C)C[C@@H]1C	3
O=C(C[C@H]1C[C@H]2c3cc(NC(=O)NC4CCCC4)ccc3O[C@H]2[C@@H](CO)O1)NCc1ccc(-c2ccccc2)cc1	-26
CC(C)NC(=O)N(C)C[C@@H]1Oc2ccc(NS(C)(=O)=O)cc2CC(=O)N(C)C[C@H]1C	1
C[C@@H]1CC=CC[C@H](c2ccc3c(c2)OCO3)NC(=O)[C@H](C)N(C)C(=O)c2ccccc2O1 (mixture of isomers)	3
C[C@H]1COCn2nncc2CC[C@@H](Cc2ccc(-c3ccccc3)cc2)C(=O)N1	-4
O=S(=O)(c1cccc(F)c1)N1CC[C@H]2[C@H](CO)Nc3ccc(C#Cc4cccc(F)c4)cc3[C@H]21	17
O=C1CC(Cc2ccccc2)C(=O)N1CCCn1ccnc1 (stereo not drawn)	4
N#C[C@@H]1[C@H](c2ccccc2-c2cccc(F)c2)[C@@H](CO)N1C(=O)NC1CCCCC1	-2
C/C=C/c1ccc2c(c1)[C@@H]1[C@@H](CCN1S(=O)(=O)c1ccccc1OC)[C@H](CO)N2C	1
COc1ccc(S(=O)(=O)N2CC3(CN(C(=O)c4cccnc4)[C@@H](CO)c4c3c3ccc(OC)cc3n4C)C2)cc1	7
O=C(C1CC1)N1C[C@@H]2[C@H](c3ccccc31)[C@@H](CO)N2C(=O)c1ccccc1F	9
C[C@@H]1CN([C@@H](C)CO)C(=O)c2c(c3ccccc3n2C)-c2ccccc2CO[C@H]1CN(C)Cc1ccccc1	-2
CC(=O)Nc1cccc2c1O[C@H](CN(C)C(=O)NC(C)C)[C@@H](C)CN(C)C2=O	0
COc1ccc2c3c([nH]c2c1)[C@H](CO)N(S(=O)(=O)c1cn(C)cn1)CC31CCN(Cc2ccccc2Cl)CC1	-3
Cc1cc(C)c([N+](=O)[O-])cc1-c1ccc(/C=N/c2c(-c3ccco3)nc3ccccn23)o1	7
C[C@H]1CC(=O)NCC/C=C\C[C@H](c2cccc(Cl)c2)NC1=O	0
C/C=C/c1ccc([C@@H]2[C@H](CO)N(C(=O)C3CCCC3)C23CN(S(=O)(=O)CC)C3)cc1	5
O=C(NC1CCCC1)c1cccc(NC(=O)c2ccco2)c1	-24
COc1ccc(C[C@H]2CCn3cc(nn3)COC[C@@H](Cc3ccccc3)NC2=O)cc1	-6
C[C@H]1CC=CC[C@H](c2ccc(F)cc2)NC(=O)[C@@H](Cc2ccccc2)N(C)C(=O)c2ccccc2O1 (mixture of isomers)	0
C[C@H]1CCCCO[C@@H](CN(C)C(=O)Nc2ccccc2)[C@@H](C)CN([C@@H](C)CO)C(=O)c2cc(NS(=O)(=O)c3ccc(F)cc3)ccc2O1	-13
New compounds follow:
SMILES	FN deposit inh
CC(C)NC(=O)N(C)C[C@@H]1Oc2c(cccc2N(C)C)C(=O)N(C)C[C@H]1C	11
COCc1cc(C)nc(Nc2ccc(C)c(C)c2)c1C#N	-12
C/C=C/c1ccc([C@H]2[C@@H](CO)N(Cc3ccccc3)[C@H]2CNC(=O)C2CC2)cc1	-13
CC(C)[C@H](C)NC(=O)N(C)C[C@H]1OCc2ccccc2-c2c(n(C)c3ccccc23)C(=O)N([C@H](C)CO)C[C@@H]1C	-8
Cc1ccc(/C=C2\SC(=S)N(CC(=O)Nc3ncc(Cc4ccccc4Cl)s3)C2=O)cc1	14
CC[C@H]1CC=CC[C@H](C)Oc2ccccc2C(=O)N(C)[C@@H](C)C(=O)N1 (mixture of isomers)	-1
CC(=O)Nc1ccc2c(c1)C(=O)N(C)C[C@H](C)[C@@H](CN(C)C(=O)OC(C)(C)C)O2	-2
O=C1N[C@H](c2ccccc2)COCc2cn(nn2)CC[C@H]1Cc1cccc(Cl)c1	-2
CCC(=O)N1CC[C@H]2[C@H](CO)Nc3ccc(C#Cc4cccc(OC)c4)cc3[C@H]21	3
C[C@@H]1COCn2nncc2CC[C@@H](Cc2ccccc2)C(=O)N1	-5
CNC[C@H]1Oc2ccc(NC(C)=O)cc2C(=O)N(C)C[C@H]1C	-4
CC(C)C[C@H]1COCc2cn(nn2)CC[C@H](Cc2cccc(Cl)c2)C(=O)N1	-1
Cc1cccc(S(=O)(=O)N(C)C[C@@H]2OCc3ccccc3-c3c(n(C)c4ccccc34)C(=O)N([C@H](C)CO)C[C@H]2C)c1	-21
Cc1ccccc1NC(=O)/C(=C\c1cccs1)NC(=O)c1ccco1	1
COc1ccc([C@H]2CC=CC[C@@H](C)Oc3ccccc3C(=O)N(C)[C@H](C(C)C)C(=O)N2)c(OC)c1 (mixture of isomers)	-8
CC(C)NC(=O)N(C)C[C@H]1Oc2ccc(N(C)C)cc2CC(=O)N(C)C[C@@H]1C	-2
C[C@H]1CN(C)C(=O)Cc2cc(NS(C)(=O)=O)ccc2O[C@@H]1CN(C)S(C)(=O)=O	-10
CCc1cnc(N2[C@H](CO)[C@@H](c3ccccc3-c3ccccc3C)[C@@H]2C#N)s1	-1
COc1ccc(OCC(=O)NNC(=O)c2ccccn2)cc1	4
C/C=C/c1ccc([C@@H]2[C@@H](CO)N(Cc3nccs3)C23CN(CC2CCCC2)C3)cc1	-4
O=C1NCCOCc2cnnn2CC[C@@H]1Cc1ccc(F)cc1	-5
O=C1CCC(=O)N[C@H](c2ccc3c(c2)OCO3)C/C=C\CCN1	-9

Laid out differently: entries from further up.
SMILES,FN deposit inh
CC[C@@H]1C/C=C\C[C@@H](c2ccc(F)cc2)NC(=O)CCC(=O)N1,-7
COc1ccc([C@H]2C/C=C\C[C@@H](c3ccc4c(c3)OCO4)NC(=O)[C@@H](c3ccccc3)CC(=O)N2)c(OC)c1,-1
O=C(c1ccco1)N1CCCN(C(=O)c2ccco2)CC1,0
COc1ccc(C#Cc2ccc3c(c2)[C@H]2[C@H](CCN2C(=O)Nc2ccc(C(F)(F)F)cc2)[C@H](CO)N3C)cc1,-1
O=C1N[C@H](c2ccccc2)COCc2cnnn2CC[C@@H]1Cc1ccc(C(F)(F)F)cc1,5
COc1ccc2c3c(n(C)c2c1)[C@H](CO)NCC31CN(Cc2cc(F)ccc2F)C1,-4

Random excerpt: two records from the list
SMILES	FN deposit inh
COc1ccc(C[C@H]2CCn3cc(nn3)COC[C@@H](Cc3ccccc3)NC2=O)cc1	-6
O=C1N[C@H](c2ccccc2)COCc2cnnn2CC[C@H]1Cc1ccc(-c2ccccc2)cc1	0
